RAD54 inh = RAD54 (human) branch migration inhibition. Q92698. RAD54 Holliday junction branch migration, FAM/BHQ fluorescence. inhibition, % at 10.4 µM. hit rate 0.14% among 360,000;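 active means mean normalized replicate activity at least 40 and at least half of replicates scoring 40 or more; inconclusive means only one of the two criteria met; inactive means mean below 40 and under half of replicates reaching 40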;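 further: 0% = median of neutral control wells and 100% = median of positive control wells; inhibitors cause a drop in the FAM fluorescence signal; in these data hits start at about 50%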
Target sequence (Q92698 whole entry, looked up): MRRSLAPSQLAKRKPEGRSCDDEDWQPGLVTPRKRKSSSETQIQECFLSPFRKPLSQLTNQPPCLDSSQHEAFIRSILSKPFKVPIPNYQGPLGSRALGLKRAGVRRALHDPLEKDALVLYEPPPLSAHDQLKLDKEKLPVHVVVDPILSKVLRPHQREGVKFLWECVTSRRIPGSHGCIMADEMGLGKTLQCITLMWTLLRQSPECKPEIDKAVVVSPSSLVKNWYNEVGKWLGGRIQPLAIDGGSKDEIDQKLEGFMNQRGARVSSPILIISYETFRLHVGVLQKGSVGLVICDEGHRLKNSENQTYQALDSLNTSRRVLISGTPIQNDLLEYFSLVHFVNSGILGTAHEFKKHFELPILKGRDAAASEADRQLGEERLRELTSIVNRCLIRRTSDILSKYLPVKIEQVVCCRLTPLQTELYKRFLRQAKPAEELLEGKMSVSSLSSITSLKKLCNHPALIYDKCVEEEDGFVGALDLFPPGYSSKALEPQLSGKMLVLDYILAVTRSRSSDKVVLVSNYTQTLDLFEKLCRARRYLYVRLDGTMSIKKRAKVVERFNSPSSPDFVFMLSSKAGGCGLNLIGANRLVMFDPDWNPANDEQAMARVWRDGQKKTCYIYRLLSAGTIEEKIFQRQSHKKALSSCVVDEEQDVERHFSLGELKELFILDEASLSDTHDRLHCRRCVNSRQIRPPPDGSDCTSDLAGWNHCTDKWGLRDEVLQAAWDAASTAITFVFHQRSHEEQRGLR
esBAF inh = blocks esBAF chromatin remodeling in mouse ES cells. reporter increase, % at 12.5 µM. hit rate 2% among 350,000. AID 602393. Bmi1-luciferase knock-in reporter, 24 h; 100% = twice the neutral-well signal; in the data active means activation above about 40%; inconclusive means no clear call, values can overlap the other calls;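 further: 0% = median of the plate's neutral control wells and 100% = double that signal; a rise in the Bmi1 reporter signal indicates esBAF inhibition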
ARNT-TACC3 inh = ARNT/TACC3 interaction disruption; AlphaScreen His-ARNT PAS-B/GST-TACC3 binding, luminescence; TACC3 fragment carries E629A point mutation; inhibition, % at 9.99 µM; hit rate 0.66% among 390,000; AID 623870;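 active means mean inhibition of replicates at least 50% and at least half of replicates each reaching 50%; inconclusive means half or more replicates reach 50% but mean below 50%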;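 further: 0% = complete ARNT plus TACC3 wells and 100% = ARNT alone without TACC3; many hits fall short of the cut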
* = called active by the depositor; u = inconclusive. This is a subset (hit frequency here may not be typical).

Values in the order: ARNT-TACC3 inh, esBAF inh, RAD54 inh
#1 CC(CNC(=O)C(C)C)NC(=O)C(C)C (stereo unspecified)
    -2, -9, -5
#2 Cc1ccc(NC(=O)c2ccccc2Cl)c(Cl)c1
    -5, 39, -7
#3 CCOc1ccccc1CNC(=O)Cn1nc(C)c2c(C)n(-c3ccc(C)cc3)nc2c1=O
    3, 11, 4
#4 CC(=O)Nc1ccc(NC2(C)C(=O)c3ccccc3C2=O)cc1
    3, 4, -24
#5 O=C(OCCN1CCOCC1)c1cccs1
    -6, 8, 1
#6 Cc1cc(C)nc(Nc2n[nH]c(-c3ccccc3Br)n2)n1
    -4, 44*, 1
#7 CCNC(=O)CC1C(=O)N(c2ccc(C)cc2)C(=O)N1CCc1ccc(OC)c(OC)c1 (stereo unspecified)
    -7, -6, -3
#8 COc1ccc(N2CCN(C(=O)Cc3ccc(-n4c(=O)[nH]c5ccccc5c4=O)cc3)CC2)cc1
    6, -7, -4
#9 COc1cccc2[nH]c3c(=O)n(CCN(C)C)cnc3c12
    0, 0, 10
#10 O=C(Nc1cccnc1)c1scc2c1OCCO2
    2, -9, 0
#11 Cc1c(C)n(C(=O)CN2CCN(c3ccccc3)CC2)c2ccccc12
    -4, -5, 5
#12 COc1cccc(C(=O)NC2CCN(C(=O)N3CCCCC3)CC2)c1
    -3, 0, 8
#13 COc1ccc(C2=Nn3c(nnc3C3CCCCC3)SC2)cc1OC
    2, -6, -21
#14 OCCn1c(-c2ccc3c(c2)OCO3)csc1=Nc1ccccc1
    29, 78*, 1
#15 O=C(c1n[nH]c(=O)c2ccccc12)N1CCN(c2ccc(F)cc2)CC1
    1, 8, -6
#16 CCOC(=O)C1CCN(C(=O)COC(=O)CCOc2ccc(C)cc2)CC1
    2, -8, -2
#17 Nc1cc(C(=O)O)ccc1N1CCCCCC1
    -3, -2, 1
#18 COC(=O)CNC(c1ccccc1)c1cc(Br)ccc1NC(=O)OCc1ccccc1 (stereo unspecified)
    -5, 14, -3
#19 FC(F)(F)C(F)(F)C(F)(F)c1nnc2ccc(N3CCOCC3)nn12
    0, 4, 10
#20 CC(Sc1nc2ccccc2c(=O)n1C)C(=O)NC1CCCCC1C (stereo unspecified)
    -5, 0, -2
#21 CC(C)COC(=O)N1CCCC1C(=O)Nc1nccs1 (stereo unspecified)
    14, -10, 4
#22 O=C(NCc1ccccc1)c1ccc(C(=O)N(C2CCCCC2)C2CCCCC2)cc1
    -2, 8, -9
#23 COc1ccccc1N1CCN(C(=O)Cn2c(=O)[nH]c3ccsc3c2=O)CC1
    0, 2, -3
#24 Cc1sc(NC(=O)C2CC=CCC2C(=O)O)c(C(=O)OC(C)C)c1C (stereo unspecified)
    -4, -11, 3
#25 Cc1noc(C)c1S(=O)(=O)N1CCCC(C(=O)N2CCC(C)CC2)C1 (stereo unspecified)
    -3, 6, -4
#26 O=C(O)CCC(=O)Nc1ccc(Br)c(Cl)c1
    -4, 0, 4
#27 Cc1cc(N2CCCC2=O)cc(C)c1S(N)(=O)=O
    3, -5, 5
#28 CCSc1cnn(-c2ccccc2)c(=O)c1SCC
    6, -13, -2
#29 N#Cc1c(NC(=O)COC(=O)C2CC3C=CC2C3)oc(-c2ccccc2)c1-c1ccccc1 (stereo unspecified)
    -1, -3, -4
#30 COc1ccc(C(=O)n2cnc(N)n2)cc1
    2, -6, -27
#31 Cc1nc2ccccn2c1C(=O)CSc1ccc(Cl)cc1Cl
    -6, 2, -13
#32 N#Cc1ccc2ccn(CC(=O)NC3CCCCC3)c2c1
    -3, -6, -4
#33 Cc1ccnc(N2CCC(C(=O)Nc3ccc4c(c3)OCO4)CC2)n1
    -4, 2, -11
#34 COc1ccccc1-c1nnc(SCC(=O)N2CCOCC2)n1-c1ccccc1
    -12, -10, 2
#35 c1ccc(CCn2nnnc2C(c2cccs2)N2CCN(Cc3ccc4c(c3)OCO4)CC2)cc1 (stereo unspecified)
    1, 0, 2
#36 Cc1c(NC(=O)/C=C/c2cccs2)c(=O)n(-c2ccccc2)n1C
    -8, 5, -10
#37 N#CC(C(=O)O)=C1CCCC1
    0, -14, -4
#38 O=C(NC12CC3CC(CC(C3)C1)C2)C1CC(=O)N(c2ccccc2)C1 (stereo unspecified)
    1, -5, -19
#39 Cc1nc2nc(SCC(=O)N3CCOCC3)nn2c(C)c1Cc1c(F)cccc1Cl
    5, 5, -8
#40 C=CCOC(=O)C1=C(C)N(C)C(=O)NC1c1cc2c(cc1Br)OCO2 (stereo unspecified)
    0, -1, -4
#41 O=C(Cn1cnc(S(=O)(=O)N2CCCCC2)c1)N1CCN(c2ccc([N+](=O)[O-])cc2)CC1
    6, -2, 0
#42 COc1ccc(C(=O)Cn2nnc(-c3ccccc3NC(=O)C(F)(F)F)n2)cc1
    7, -3, 2
#43 CCOC(=O)c1cnc2ccc(OC)cc2c1Nc1ccc2c(c1)OCCO2
    13, -7, 9
#44 CSC1=N/C(=C\c2ccc(F)cc2)C(=O)S1
    5, -6, 1
#45 COc1ccccc1CNc1ccc(N2CCCCC2)cc1
    22, -3, 12
#46 CCOc1cc(NC(=O)c2ccco2)c(OCC)cc1NC(=O)Cc1ccc(OC)c(OC)c1
    -17, 6, -5
#47 CC(C)NC(=O)CSc1nnc(-c2ccc(S(=O)(=O)N3CCCC3)cc2)n1CC1CCCO1 (stereo unspecified)
    4, -4, -13
#48 Cc1nn(-c2ccccc2)c(N2CCCC2)c1/C=N/n1cnc2scc(-c3ccccc3)c2c1=O
    6, -17, 1
#49 CCOC(=O)c1c(C)nc(-c2ccccc2)nc1N
    -10, 50*, 4
#50 CCC(C)c1ccc(OCC(=O)Nc2ccc(Cl)cn2)cc1 (stereo unspecified)
    -13, 2, 1
#51 CCCN1C(=O)/C(=C/c2c(NCCCOC(C)C)nc3c(C)cccn3c2=O)SC1=S
    -5, -13, -14
#52 Cc1ccc2cc(C)c(SCC#N)nc2c1
    2, 2, 2
#53 CC1CCC2(CC1)NC(=O)N(CC(=O)c1ccc[nH]1)C2=O (stereo unspecified)
    1, -9, 4
#54 CCOC(=O)c1cc2c(ccn2C)n1Cc1cc(C)ccc1C
    2, 2, 6
#55 O=C(CCN1CCc2ccccc21)c1ccc2c(c1)OCCO2
    -5, 38, 3
#56 COc1ccc(CNC(=O)c2cccs2)cc1
    -3, 10, -2
#57 COc1ccc(CNC(=O)C(NC(C)=O)C(=O)Nc2ccc(OC)cc2)cc1 (stereo unspecified)
    -6, -4, -9
#58 COc1ccc(OC)c(-n2cnc3cc(C(=O)NCCCN4CCOCC4)ccc32)c1
    12, -2, 0
#59 Cc1cc(C)c(NC(=O)C2CSCCS2)c(C)c1 (stereo unspecified)
    -3, 25, 7
#60 CCCn1c(CCC(=O)O)ccc1-c1cccs1
    -1, -10, -19

New compounds follow
Values in the order: ARNT-TACC3 inh, esBAF inh, RAD54 inh
#61 O=C(COc1ccccc1)NC(NC(=S)Nc1ccccc1C(=O)O)C(Cl)(Cl)Cl (stereo unspecified)
    14, -14, -26
#62 CN1CC2(C(=O)c3ccccc3)CN(C)CC(C(=O)c3ccccc3)(C1)C2
    1, 7, 3
#63 O=C(Nc1ccc2c(c1)Cc1ccccc1-2)c1ccc(Br)o1
    4, 51*, 6
#64 CCCCOc1ccc(-c2nnn(CC(=O)NCCc3c[nH]c4ccccc34)n2)cc1
    5, 21, 3
#65 O=C(/C(=C/c1ccc(Cl)cc1)c1nc2ccccc2[nH]1)c1ccccc1
    -9, -69, -2
#66 CCc1ccccc1NC(=O)c1cccc(N2C(=O)C3C4CCC(C4)C3C2=O)c1 (stereo unspecified)
    -12, -1, 4
#67 O=C(COc1ccccc1Cl)Nc1cc(Cl)ccc1Oc1ccccc1
    -2, -12, 4
#68 COC(=O)C(NC(=O)c1ccco1)(Nc1nc(C2CC2)cs1)C(F)(F)F (stereo unspecified)
    17, 13, 0
#69 O=C(O)c1ccc(COc2ccc3ccccc3c2/C=C2/NC(=O)N(c3ccccc3)C2=O)cc1
    7, -6, -6
#70 O=C(NCc1ccccc1)N1CCN(c2ccccc2F)CC1
    -1, 0, -5
#71 COC(=O)c1cccc2c1-c1ccccc1/C2=N/O
    -2, -17, -1
#72 COC(=O)C1=C(N)Oc2cc(C)n(Cc3cccnc3)c(=O)c2C1c1cccc(OC)c1OC (stereo unspecified)
    6, 0, -4
#73 CCOC(=O)C1Cn2c(nc3c(c2=O)C2(CCCC2)Cc2ccccc2-3)S1 (stereo unspecified)
    27, -16, 6
#74 CCn1c(SCC(=O)N2CCCCC2)nnc1-c1ccc(S(=O)(=O)N2CCN(C)CC2)cc1
    3, 2, 7
#75 O=C(c1cccc(S(=O)(=O)N2CCCCC2)c1)N1CCOCC1
    -37, -3, -1
#76 Cc1ccc(C2=N/C(=C\N3CCCCC3)C(=O)O2)cc1
    7, 36, -3
#77 O=C(Nc1ccc(OC(F)F)c(Cl)c1)c1cccc(OC(F)F)c1
    -4, 21, -9
#78 COc1cc2ccccc2cc1C(=O)OCC(=O)N1CCOCC1
    -7, 10, -1
#79 COc1ccccc1CNS(=O)(=O)c1cc(C)ccc1OC
    -9, -2, -4
#80 CC(=O)c1cccc(NC(=O)N2CCC(c3nnc(SCC(N)=O)n3C)CC2)c1
    -35, -1, -10
#81 CC(C)NC(=O)COC(=O)c1ccc(Cl)c(S(=O)(=O)N2CCCC2)c1
    -5, -12, 5
#82 CC(C(=O)NC1=NCCS1)(C(F)(F)F)C(F)(F)F
    -2, -6, 2
#83 COc1ccc2cc(C)c3nnc(SCC(=O)Nc4nc(-c5ccccc5)cs4)n3c2c1
    -7, 4, 1
#84 CC1=CCC(C(=O)O)(C(=O)N/N=C/c2cccs2)C(c2ccc(F)cc2)C1 (stereo unspecified)
    -10, 6, 5
#85 COc1ccccc1C(=O)Nc1ccccc1N1CCN(S(C)(=O)=O)CC1
    -3, -5, -2
#86 CCC(c1nnnn1C(C)(C)C)N1CCN(c2cc(Cl)ccc2C)CC1 (stereo unspecified)
    -33, -5, 6
#87 O=C(NCc1cccs1)C1CCC(CNS(=O)(=O)c2ccc(Br)s2)CC1 (stereo unspecified)
    -15, 2, 5
#88 N=C1C(c2nc3ccccc3c(=O)[nH]2)=C(O)CN1CCO
    -2, -4, 2
#89 CC12C(=O)N(CCC(=O)O)C(=O)C1C1C=CC2C1 (stereo unspecified)
    -1, 1, -12
#90 Cc1nnc(SCC(=O)NCc2ccc(Cl)cc2)[nH]c1=O
    -6, -3, -11
#91 O=C(c1ccc(Cl)c(S(=O)(=O)NCc2ccco2)c1)N1CCN(c2ccc(F)cc2)CC1
    11, -1, -4
#92 N#Cc1c(/N=C/c2ccco2)sc2c1CCCCC2
    -1, -1, -4
#93 Cc1cc(C)cc(C(=O)N2CCCCCC2)c1
    2, -5, 2
#94 COc1ccc(C(=O)c2oc3ccccc3c2NC(C)=O)cc1
    -5, 22, -7
#95 CCOC(=O)CSc1cccc2cccnc12
    57*, -3, 4
#96 CCCC(c1nnnn1Cc1ccc(OC)cc1)N1CCN(c2ccccc2)CC1 (stereo unspecified)
    2, -1, u
#97 CCCOc1ccc(NC(=O)CC2C(=O)N(C)C(=S)N2Cc2cccs2)cc1 (stereo unspecified)
    0, -8, -2
#98 COc1ccc(NC(=O)C2CSC3c4ccccc4C(=O)N23)cc1 (stereo unspecified)
    0, 4, 6
#99 COc1ccc(C(=O)COC(=O)[C@H](C)Nc2ccc(C(F)(F)F)cc2[N+](=O)[O-])c(OC)c1
    -2, -3, -5
#100 COc1ccccc1Nc1nc(C2(C)CCC(=O)O2)cs1 (stereo unspecified)
    4, 2, 6
#101 O=C(Cn1cccc1C(=O)c1ccccc1)NCc1cccs1
    1, 8, -9
#102 CCOC(=O)C1(CC)NC(c2ccco2)C2C(=O)N(CC)C(=O)C21 (stereo unspecified)
    0, -9, 10
#103 CN(C)CCCN1C(=O)C(=O)/C(=C(/O)c2ccncc2)C1c1cccc(Br)c1 (stereo unspecified)
    2, -5, 1
#104 O=C(Nc1cccc(Cl)c1)Nc1nccs1
    10, 40, -2
#105 COc1ccc2c(c1)OC[C@H]1[C@H]2N2C(=O)c3cc(Br)ccc3NC(=O)[C@@]2(C)[C@H]1c1ccccc1
    -5, 9, 3

Look-ups from the entries so far.
cpd 40 @ ARNT-TACC3 inh: 0
cpd 105 @ RAD54 inh: 3
cpd 7 @ RAD54 inh: -3

6 compounds out of the list above, arranged by the value under esBAF inh, rising.
entry	SMILES	esBAF inh
97	CCCOc1ccc(NC(=O)CC2C(=O)N(C)C(=S)N2Cc2cccs2)cc1 (stereo unspecified)	-8
99	COc1ccc(C(=O)COC(=O)[C@H](C)Nc2ccc(C(F)(F)F)cc2[N+](=O)[O-])c(OC)c1	-3
91	O=C(c1ccc(Cl)c(S(=O)(=O)NCc2ccco2)c1)N1CCN(c2ccc(F)cc2)CC1	-1
98	COc1ccc(NC(=O)C2CSC3c4ccccc4C(=O)N23)cc1 (stereo unspecified)	4
94	COc1ccc(C(=O)c2oc3ccccc3c2NC(C)=O)cc1	22
104	O=C(Nc1cccc(Cl)c1)Nc1nccs1	40

In the list so far, these have a nitro group on carbon.
Values in the order: ARNT-TACC3 inh, esBAF inh, RAD54 inh
#41 O=C(Cn1cnc(S(=O)(=O)N2CCCCC2)c1)N1CCN(c2ccc([N+](=O)[O-])cc2)CC1
    6, -2, 0
#99 COc1ccc(C(=O)COC(=O)[C@H](C)Nc2ccc(C(F)(F)F)cc2[N+](=O)[O-])c(OC)c1
    -2, -3, -5
